Screening data from PubChem.
HDAC3 inh: human HDAC3 inhibition; recombinant HDAC3, fluorogenic peptide/trypsin coupled, fluorescence; 0.15% of 320,000 active; inhibition, % at 8.3 µM; O15379; in the data active = inhibition above about 26%, passing the limit was not always enough; inconclusive = no clear call, values can overlap the other calls
Target sequence (O15379 whole entry, looked up): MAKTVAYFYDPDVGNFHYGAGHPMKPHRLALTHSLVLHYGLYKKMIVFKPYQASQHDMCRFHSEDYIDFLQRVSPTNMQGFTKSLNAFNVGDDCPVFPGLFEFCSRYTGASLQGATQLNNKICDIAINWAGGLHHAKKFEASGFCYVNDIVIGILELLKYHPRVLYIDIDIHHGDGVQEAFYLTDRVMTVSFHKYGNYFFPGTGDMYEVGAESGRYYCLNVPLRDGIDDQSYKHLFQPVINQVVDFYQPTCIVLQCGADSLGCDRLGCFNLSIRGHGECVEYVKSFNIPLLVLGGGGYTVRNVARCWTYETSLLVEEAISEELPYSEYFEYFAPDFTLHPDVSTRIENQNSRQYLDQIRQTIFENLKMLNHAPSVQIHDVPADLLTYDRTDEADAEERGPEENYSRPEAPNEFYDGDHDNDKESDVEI
IEC-6 cytotox: IEC-6 cytotoxicity, counter-screen for KLF5 inhibitors; inhibition, % at 5 µM; luminescence viability; 0.78% of 290,000 active; in the data active = inhibition above about 22%;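 note: 0% = plate median of test compound wells and 100% = cytotoxic reference compound wells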
KLF5 inhibitor: inhibitors of KLF5 expression. inhibition, % at 5 µM. DLD-1 KLF5 promoter-luciferase reporter, luminescence. 0.23% of 290,000 active;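 active = inhibition above a per-plate limit of that plate's mean compound inhibition plus 3 SD, cut at about 60% in these data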;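 note: 0% = DMSO wells and 100% = LY294002 at 200 µM; higher means less KLF5 promoter-driven luciferase light; inactives centre near -14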
Platelet DG rel: modulates dense granule release in human platelets; AID 1663; human platelet-rich plasma, SFLLRN dense granule ATP release, luminescence; 0.22% of 300,000 active; inhibition, %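 (compounds screened at 7.5 µM in platelet-rich plasma)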;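 active = mean replicate score, as percent of positive control, at or above 50; inconclusive = mean below 50 but at least one replicate at or above 50; inactive = mean and every replicate below 50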
HSF1 inh: HSF1 inhibition. NIH3T3-HGL HSE-luciferase, MG132-induced, luminescence 8 h; stronger effect = lower value. activity change, negative = inhibition, % at 7.5 µM (by protocol). 0.77% of 300,000 active. AID 2098;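 active = more than half of replicate wells show activity change below -50%, luminescence cut by over half; inconclusive = some wells, but at most half, below -50%; inactive = no replicate well below -50%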;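 note: luciferase reports HSF-1 transcriptional activity via heat shock element; 0% = median of DMSO wells and -100% = zero luminescence signal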
HSP90 inh: HSP90 refolding inhibition in rabbit reticulocyte lysate; AID 1789; luciferase refolding luminescence, 3 h; 0.91% of 290,000 active; inhibition, % at 5.6 µM;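 active = inhibition above the screen-wide mean plus 3 SD, computed separately per campaign, cut at about 16% in these data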;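 note: 0% = DMSO wells and 100% = 60 µM geldanamycin wells; inhibitors lower the luminescence because luciferase stays unfolded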
aSyn 5UTR inh: 5' untranslated region of α-synuclein, MLPCN primary screen. inhibition, % (tested at 7.5 µM). 0.82% of 300,000 active. alpha-synuclein 5'UTR reporter, inhibitor activity; in the data active = inhibition above about 60%; inconclusive = no clear call, values can overlap the other calls;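 note: H4 neuroglioblastoma cells stably carrying SNCA 5'UTR luciferase fusion; 0% = DMSO wells and 100% = positive control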
HIF act: HIF pathway transcriptional activation | U2OS HRE-luciferase reporter, luminescence; normalized: DMSO 0%, desferrioxamine 100% | activation, % at 7.5 µM (by protocol) | 0.32% of 300,000 active | AID 1910;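 active = mean activation of at least 10% of the iron chelator positive control signal, with at least half of replicates also reaching 10%; inconclusive = mean and replicate majority disagree about reaching 10%; inactive = mean and most replicates under 10%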
AI-2 QS mod: modulators of Vibrio harveyi AI-2 quorum sensing system | Vibrio harveyi JMH597 AI-2 luminescence/OD600 ratio, 9 h; stronger effect = lower value; strain lacks LuxN and CqsS sensors; 0 = neutral-control median | activity change, % at 7.5 µM | 0.4% of 300,000 active; in the data active = activity change below about -75%, passing the limit was not always enough; inconclusive = no clear call, values can overlap the other calls;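 note: luminescence divided by OD600 gain over 9 h not by final OD600 alone; inactives centre near 13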
HSF1 activator: increases HSF-1 driven luciferase reporter signal. NIH3T3-HGL HSF-1 luciferase reporter, MG132, 8 h; 100% = twice DMSO control signal. activation, % at 9 µM. 1.7% of 300,000 active;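 active = mean replicate activation of at least 50% with a set share of replicates each reaching 50%; inconclusive = only one of those two conditions met; inactive = mean below 50% and too few replicates reaching it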;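 note: 0% = median of the neutral control wells and 100% = twice that signal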
Starred values were filed as active, the others as inactive; ? = inconclusive; . = no result given. Random draw from the library; any-hit rate near 5%.

SMILES	HDAC3 inh	IEC-6 cytotox	KLF5 inhibitor	Platelet DG rel	HSF1 inh	HSP90 inh	aSyn 5UTR inh	HIF act	AI-2 QS mod	HSF1 activator
CC(C)(C)OC(=O)NN1CC(=O)N2[C@@H](Cc3c([nH]c4ccccc34)C2(C)C)C1=O	-2	-1	0	2	11	-1	7	-2.1	16	10
CCOC(=O)/C(C)=C1\NC(C)(C)Cc2ccccc21	.	-1	-26	-1	9	1	-7	-0.5	16	38
Cc1ccc(C(=O)N/C(=C/c2ccc(N(C)C)cc2)C(=O)NCC2CCCO2)cc1 (stereo unspecified)	2	5	-33	-2	2	6	12	0.0	10	16
O=C(NCC1CCCO1)C1CC(=O)N(c2cccc(Cl)c2)C1 (stereo unspecified)	-3	6	-30	0	-5	-2	-1	-0.1	13	17
COCC1CCCCN1C(=O)c1ccc(OC2CCN(Cc3ccccn3)CC2)cc1 (stereo unspecified)	7	-3	-3	10	4	2	16	-0.1	15	0
Cc1ccn2c(=O)nc(SCC(=O)N3CCCc4ccccc43)nc2c1	.	.	.	8	-4	.	9	0.4	37	-15
O=C(Nc1nnc(C2=COCCO2)o1)c1ccc(S(=O)(=O)N2CCCCC2)cc1	4	-2	-27	3	0	-4	14	0.2	52	-7
COc1cccc(C(c2sc3ncnn3c2O)N2CC(C)OC(C)C2)c1 (stereo unspecified)	.	0	5	-2	-4	1	14	0.2	-4	-4
COc1ccccc1C1=NNC(=NCc2ccccc2)SC1	-2	5	4	-2	1	0	-14	-1.1	48	19
CCN1CCN(Cc2oc(CO)cc(=O)c2O)CC1	1	-3	-49	4	-3	-2	20	0.4	8	-8
Cc1ccc(NC(=O)CC2S/C(=N/N=C/C=C/c3ccccc3)NC2=O)cc1Cl (stereo unspecified)	1	3	-33	11	10	1	-13	0.5	20	13
Cc1cc(NS(=O)(=O)c2ccc(NC(=O)c3oc4ccccc4c3C)cc2)no1	4	-1	-29	-11	-2	-4	-38	0.0	19	-17
O=C(CSc1nnc(NCc2ccccc2)s1)c1ccco1	6	-9	-33	9	9	-1	-37	0.6	1	2
COc1ccc2oc(-c3cccc(NC(=O)CSc4ccc(Cl)cc4)c3)nc2c1	-18	2	-23	-2	17	-1	-98	1.5	15	4
CCN(Cc1ccccc1)S(=O)(=O)c1ccc2oc(C(=O)O)c(C)c2c1	-6	2	-25	29	0	1	17	-0.4	23	4
CC1(OC(=O)CCc2ccccc2)C(=O)C=C2C=C(c3ccc(C#N)cc3)N(CC3CC3)C=C2C1=O (stereo unspecified)	8	.	.	-2	0	.	6	-0.5	24	16
CC(C)C[C@H](NC(=O)C1CC(=O)N(c2ccc3c(c2)OCCO3)C1)C(=O)NC1CCCC1 (stereo partly specified)	0	1	-16	-14	-7	-2	3	-0.6	7	4
Cc1ccc(NC(=O)CCC(=O)NNC(=O)c2cccs2)cc1C	.	-3	-17	2	0	-4	-11	0.1	22	1
COc1ccc(-c2csc(CCN3N=C(C)CC3=O)n2)cc1	2	3	-23	-5	-3	6	-19	1.0	-7	-23
Cc1nn(-c2ccccc2)c(NC(=O)c2ccccc2)c1Br	-3	7	-5	-4	10	2	20	0.9	-7	24
CC#CCN(CC#CC)S(=O)(=O)c1ccc(S(=O)(=O)N2CCOCC2)cc1	0	0	-13	-10	-6	4	11	-0.3	22	4
O=C(Nc1ccc2c(c1)OCCO2)C1CCN(C(=O)c2ccc(Br)cc2)CC1	4	-11	-15	-3	-7	-1	12	-0.7	15	-1
CCN(CC)CCN1C(=O)C(=O)/C(=C(/O)c2c(C)[nH]c(C(=O)OC)c2C)C1c1cccnc1 (stereo unspecified)	-2	-1	-9	.	.	-2	.	.	16	.
Cc1ccc(CNC(=O)c2ccc([N+](=O)[O-])o2)cc1	?	13	1	5	6	0	-70	-1.3	9	61*
O=C(Nc1ccc(Cl)c(Cl)c1)Nc1nnc(CC2=CCCCC2)s1	13	-7	-24	-6	-2	-4	23	-0.4	10	2
CCCCNC(=O)C(=O)NCC1CCCN1S(=O)(=O)c1cccs1 (stereo unspecified)	-3	.	.	-2	-8	.	7	-38	23	4
CCOC(=O)c1c(NC(=O)CSc2nnc(-c3ccncc3)n2Cc2ccco2)sc(C)c1C	-2	4	-2	5	2	5	31	-0.5	3	-12
CC(c1ccco1)N(C(=O)CSc1ccc(Br)cc1)c1ccccn1 (stereo unspecified)	11	0	-14	-1	-1	0	-12	0.1	9	0
Cc1cc(NC(=O)Nc2cc(Cl)ccc2C)no1	-2	3	-23	9	-4	2	-17	0.4	-5	25
CNC(=S)N/N=C1\CC(c2ccccc2)Oc2ccccc21 (stereo unspecified)	7	5	2	16	5	3	30	-0.7	5	18
COc1ccc(NS(=O)(=O)c2ccc(C)c(C(=O)NCc3cccnc3)c2)cc1	-1	3	-3	4	2	-3	-11	-0.1	17	-7
Cn1c(C(=O)OCC(=O)NCc2ccc(F)cc2)cc2occc21	.	.	.	10	-3	.	-1	0.2	32	-6
CC(=O)N1CCN(S(=O)(=O)c2cccc(C(=O)N(Cc3ccccc3)c3ccc(C)cc3)c2)CC1	1	.	.	-4	21	.	-3	0.7	-5	24
CCOC(=O)C1(CCOc2ccccc2)CCN(Cc2ccc(OC)cc2)CC1	4	-3	-112	2	-1	2	-16	-0.8	23	0
CCn1c(COc2ccccc2C)nc2ccccc21	-5	1	-139	-3	15	-2	-131	3.1	-8	9
O=C1CC(c2ccccc2F)c2cc3c(cc2N1)CCC3 (stereo unspecified)	8	16	-8	-6	.	0	65*	0.0	-11	.
O=C(COC(=O)c1ncc(Cl)c(Cl)c1Cl)c1ccc(Cl)s1	0	-6	-11	-18	-8	-3	-26	1.8	11	-3
CCn1nc(C)cc1C(=O)N1CCCC(CCC(=O)NCc2ccccc2F)C1 (stereo unspecified)	-1	1	12	-2	-3	0	1	-0.1	15	-2
N#Cc1cc(-c2ccccc2)nnc1Sc1ccc(Cl)cc1	.	0	-19	-2	7	-2	-18	-0.4	-1	15
O=[N+]([O-])c1cc([N+](=O)[O-])c2cc3ccccc3nc2c1	5	46*	3	3	94	11	-176	-0.7	24	139*
CC(C)[C@@H]1NC(=O)N(c2ccc(Oc3ccccc3)cc2)C1=O	6	2	-11	1	4	-1	-34	0.8	-10	22
O=C(/C=C/c1ccco1)NC(=S)Nc1ccccn1	10	1	-137	0	27	1	-127	4.7	6	58*
CCCN(CCC)CCOc1cc(C)ccc1C(C)C	2	0	-27	-17	-5	0	13	-0.3	18	4
CC(=O)N/C(=C/c1ccccc1)C(=O)NCCO	5	-5	-8	-1	7	-1	1	0.5	13	1
Cc1nnc(SCC(=O)N2CCC(Cc3ccccc3)CC2)n(N)c1=O	-2	0	-4	-6	-4	3	-18	-0.2	30	10
COc1ccc(CCNC(=S)N2CCN(S(=O)(=O)c3ccc(F)cc3)CC2)cc1	.	.	.	3	-4	.	5	-0.1	54	-13
CCc1ccccc1Oc1coc2cc(O)ccc2c1=O	-9	1	-32	7	1	0	-23	1.1	13	11
O=C(Nc1ccc2c(c1)OCO2)c1cccs1	-2	4	-116	10	14	-1	-176	2.9	7	33
CC1CCN(C(=O)CSc2nnc(CNC(=O)c3c(F)cccc3F)o2)CC1	8	-8	-30	-7	-5	3	-12	-0.2	5	-2
CCOc1ccc(CN(C)CC(=O)Nc2cccc(C)c2)cc1OC	1	-2	-27	-1	-3	-1	26	-0.1	23	-7
Cc1cc(C)cc(C(=O)Nc2ccc(N3CCN(C(=O)c4ccco4)CC3)cc2)c1	-3	11	20	2	7	-3	8	-15	28	12
Cc1ccc2c(C(=O)CNc3nncs3)c(C)[nH]c2c1	7	0	-7	4	-3	-5	-15	-0.1	9	-2
COC(=O)CN1C(=O)[C@H]2[C@@H](c3ccc(C)o3)N3C(=O)CN(Cc4ccccc4)C(=O)[C@@]3(C)[C@H]2C1=O	-6	-3	-38	4	-10	0	-2	-0.4	6	-16
Cc1ccc(S(=O)(=O)c2nc(S(C)(=O)=O)sc2N2CCOCC2)cc1	2	-3	-55	7	13	1	-72	1.8	41	16
CCOC(=O)C1CCCN(C(=O)c2cc3cc4ccc(OC)cc4nc3o2)C1 (stereo unspecified)	-7	2	-30	-4	-21	0	-101	3.6	49	-20
O=C(Cc1ccccc1)NC(NCCc1ccccc1)C(Cl)(Cl)Cl (stereo unspecified)	-3	-4	-7	-2	0	-2	6	0.0	19	-5
COc1cccc(OCCCOc2ccccc2C(C)C)c1	-3	-3	6	11	1	-2	21	0.0	5	-3
COc1ccc(NC(=O)NCc2ccc3c(c2)OCO3)cc1	1	1	-6	0	3	-2	-8	0.0	44	9
NNC(=O)c1ccc(CSc2nc3ccccc3[nH]2)cc1	.	-3	-35	-3	1	-3	-31	1.7	6	13
CC(=O)c1c(C)[nH]c(C(=O)N2CCc3ccccc3C2)c1C	10	-4	0	-2	4	-1	31	-0.8	17	24

(more compounds)
SMILES	HDAC3 inh	IEC-6 cytotox	KLF5 inhibitor	Platelet DG rel	HSF1 inh	HSP90 inh	aSyn 5UTR inh	HIF act	AI-2 QS mod	HSF1 activator
COc1ccc(/C=N/NC(=O)CCSc2nc3ccccc3s2)cc1	-4	5	26	2	0	3	-6	1.5	13	11
CCCCCCCCC(=O)NNC(=O)c1c(O)c2ccccc2n(CC)c1=O	0	-3	-29	-8	-1	-3	-4	0.8	6	-10
C=CCNC(=O)c1cc(-c2ccncc2)nc2c(C)cc(C)cc12	-47	-3	-21	-17	-4	-3	-10	-0.2	20	-6
CCOC(=O)CC1Sc2ccccc2NC1=O (stereo unspecified)	0	-1	-10	0	-7	1	4	0.7	15	4
Cc1ncccc1C(=O)N1CCCC(CCC(=O)N2CCN(c3ccccn3)CC2)C1 (stereo unspecified)	-2	5	-2	5	-3	0	6	0.4	5	-4
O=C(CCCCCC(=O)N(CCO)CCO)N(CCO)CCO	1	0	-7	9	-6	5	9	0.0	19	-10
Cc1ccccc1OCC(=O)N1N=C(c2cccnc2)CC1(O)C(F)(F)F (stereo unspecified)	8	5	1	2	-1	-2	16	-0.5	17	-5
Clc1ccc(-n2nnc(-c3ncc[nH]3)n2)cc1Cl	0	.	.	1	13	.	-171	2.9	13	21
COc1ccc2cc(C3CC(c4ccco4)=NN3C(=O)CCC(=O)O)c(Cl)nc2c1 (stereo unspecified)	7	-11	-7	-1	-5	-1	12	-0.2	19	0
O=S(=O)(c1cccc(F)c1)N1CCc2sccc2C1c1ccc(OC(F)(F)F)cc1 (stereo unspecified)	9	-6	-26	-3	-3	-1	0	-0.1	0	-1
CNC(=S)NCc1ccc(Cl)cc1	-2	4	-8	3	3	4	14	-1.7	-2	33
CCC(=O)N1C(=O)C2(Nc3ccccc3N2)c2ccccc21	-9	-3	-13	-3	0	5	-20	-0.7	17	-9
COC(=O)CCN(C(=O)C12CC3CC(CC(C3)C1)C2)c1ccccn1	2	-1	8	-39	5	11	23	-0.1	16	21
O=C(Cc1ccccc1)Nc1ccc(NC(=O)C2CCCCC2)nc1	-2	8	-24	-3	-2	2	11	-0.5	5	-3
O=C(CSc1nnc(CNC(=O)c2c(F)cccc2F)o1)Nc1ccc2c(c1)OCCO2	7	-7	-13	2	1	0	0	0.0	-23	4
